# AT treatment: qHTS Assay for Identifying a Potential Treatment of Ataxia-Telangiectasia; […] A-T fibroblasts, KAP-1 phosphorylation AlphaLISA; neocarzinostatin DNA damage 30 min before lysis; Potency, µM (titrated, usually from 57.5 µM), inactives show at the top dose activation, actives largely listed as activators; 320,000 tested, 0.19% active; AID 485349, 2010; also: potency is read from the fitted curve at half-maximal effect; % of control where 0% means no effect; nearly all actives have a fitted effect of over 45% in size
#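 ATM-like activity read as KAP-1 phosphorylation via AlphaLISA donor/acceptor antibody pairs after lysis and 6 hr at 25C. Cells were ATM-null patient fibroblasts ([…], hTERT), dosed 60 min, then exposed to the DSB inducer NCS for 30 min.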
# MBNL1 CUG block: qHTS Assay for Inhibitors of MBNL1-poly(CUG) RNA binding. AID 2675, 2010. Muscleblind-like protein 1 (Homo sapiens), Q9NR56. 280,000 tested, 0.036% active. Potency, µM (series often up to 57.5 µM), for the others: top-dose activity change, negative = inhibition, hits mostly inhibitors. TR-FRET MBNL1-His/biotin-(CUG)12 binding, 665/545 ratio; active = well fitted inhibition curve with a large enough effect in the signal ratio, with a control signal flat, not every such curve was filed as active; inconclusive = small, poorly fitted or top-dose-only effect, or effect the other way, or a change in a side signal; inactive = no such curve, though single readings can be large or run the other way; the % refers to the signal ratio; also: potency is read from the fitted curve at half-maximal effect; % is scaled to controls: 0 for no effect and ±100 for the full control effect
#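 MBNL1-His + Biotin-(CUG)12, cpd titration 92 nM–58 uM; Tb anti-His Ab 0.055 ng/ul, SA-XL665 5 nM (final); 60 min RT; ratiometric 665/545 nm, Ex 340 nm; normalized to buffer and full-complex controls.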
# a7 integrin act: qHTS for Activators of Integrin-Mediated Alleviation for Muscular Dystrophy. 350,000 tested, 0.064% active. Potency, µM (doses to about 38.3 µM), without a hit: at the top dose activation, actives largely listed as activators. alpha7betagal myoblasts, beta-gal FDG fluorescence, 48 h;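 also: potency is read from the fitted curve at half-maximal effect; 100% = response of the positive control SU9516; nearly all actives have a fitted effect of over 60% in size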
#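 Alpha7betagal+/- myoblasts (passage 13) were plated 16-24 hr, then exposed to compounds (1:260 dilution of DMSO stock) for 48 hours at 37C. After MPER lysis, β-galactosidase reporter activity was read as FDG fluorescence (ex 480/em 540) after 30 minutes.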
# TSG101-PTAP inh: qHTS Assay for Iinhibitors of HIV-1 Budding by Blocking the Interaction of PTAP/TSG101; Fluorescence polarization, FITC-PTAP peptide / Tsg101 binding; Potency, µM (series often up to 115 µM), for the others: top-dose activity change, negative = inhibition, most hits filed as inhibitors; 340,000 tested, under 10 active; active = well fitted inhibition curve with a large enough effect in the main read-out, with a control signal flat, not every such curve was filed as active; inconclusive = small, poorly fitted or top-dose-only effect, or effect the other way, or a change in a side signal; inactive = no such curve, though single readings can be large or run the other way; also: potency is read from the fitted curve at half-maximal effect; % of control where 0% means no effect
# Target sequence (Q99816 whole entry, looked up): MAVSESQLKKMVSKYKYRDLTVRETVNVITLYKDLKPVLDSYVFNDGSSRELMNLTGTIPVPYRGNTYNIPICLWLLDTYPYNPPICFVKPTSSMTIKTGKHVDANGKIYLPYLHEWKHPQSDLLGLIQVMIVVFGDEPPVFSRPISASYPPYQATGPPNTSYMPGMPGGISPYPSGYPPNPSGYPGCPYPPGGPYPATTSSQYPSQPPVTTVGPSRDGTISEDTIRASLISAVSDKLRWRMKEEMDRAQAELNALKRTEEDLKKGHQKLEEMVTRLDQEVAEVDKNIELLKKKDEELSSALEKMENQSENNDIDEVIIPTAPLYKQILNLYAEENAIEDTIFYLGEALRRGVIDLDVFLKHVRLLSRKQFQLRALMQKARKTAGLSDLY
#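 Tsg101 binding domain (10 uM final) was mixed with compound and a FITC-labeled PTAP peptide (50 nM final) in HEPES pH 7.5 buffer with NaCl, Tween 20, EDTA and TCEP; fluorescence polarization was read after 20 min at r.t.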
# Menin MLL FP TR: qHTS Assay for Inhibitors Targeting the Menin-MLL Interaction in MLL Related Leukemias: Competition With Texas Red Labeled MLL-derived Mutant Peptide | Menin + Texas Red MLL mutant peptide, fluorescence polarization | Potency, µM (series often up to 61.6 µM), without a hit: at the highest dose FP activity change, negative = inhibition, most hits filed as inhibitors | 270,000 tested, 0.23% active; active = well fitted inhibition curve with a large enough effect in the polarisation, with a control signal flat, not every such curve was filed as active; inconclusive = small, poorly fitted or top-dose-only effect, or effect the other way, or a change in a side signal; inactive = no such curve, though single readings can be large or run the other way; the % refers to the polarisation; also: potency is read from the fitted curve at half-maximal effect; % of control where 0% means no effect; many of its hits are not listed in these tables
# Target sequence (O00255 whole entry, looked up): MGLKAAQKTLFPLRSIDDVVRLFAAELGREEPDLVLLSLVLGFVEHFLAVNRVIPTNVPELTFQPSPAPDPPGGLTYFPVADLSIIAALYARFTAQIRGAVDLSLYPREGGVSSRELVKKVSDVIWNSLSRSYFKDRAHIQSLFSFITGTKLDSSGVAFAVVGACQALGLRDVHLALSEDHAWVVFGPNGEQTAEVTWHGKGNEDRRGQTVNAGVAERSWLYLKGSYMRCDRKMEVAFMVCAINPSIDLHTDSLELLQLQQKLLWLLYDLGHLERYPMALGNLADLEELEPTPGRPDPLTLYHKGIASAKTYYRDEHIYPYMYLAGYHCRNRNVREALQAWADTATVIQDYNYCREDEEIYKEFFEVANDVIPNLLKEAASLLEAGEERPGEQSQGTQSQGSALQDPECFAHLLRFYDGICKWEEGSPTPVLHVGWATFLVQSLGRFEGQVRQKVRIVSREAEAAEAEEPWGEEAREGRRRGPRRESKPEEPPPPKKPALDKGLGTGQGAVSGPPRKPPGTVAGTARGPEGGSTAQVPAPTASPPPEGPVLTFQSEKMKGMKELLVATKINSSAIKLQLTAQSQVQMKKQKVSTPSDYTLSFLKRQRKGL
# TCR act: Activators of T cell receptors: qHTS campaign; primary human leukocytes, anti-CD3, IL-2 HTRF, 48 h; Potency, µM (series often up to 9.22 µM), for the others: at the highest dose activation of IL-2 secretion, usual class: activators; 330,000 tested, under 10 active; AID 504894, 2011; also: % of control where 0% means no effect
#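 Activity was scored as IL-2 release from primary human leukocytes given only a TCR signal (a-CD3 beads) plus compound for 48 hr. Detection used a two-antibody HTRF format read at 665nm.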
# Mito fusion yeast: qHTS Assay for Small Molecule Inhibitors of Mitochondrial Division or Activators of Mitochondrial Fusion | S. cerevisiae fusion-defective mutant growth rescue, CellTiterGlo 48 h | Potency, µM (top dose mostly 46.1 µM), for inactives: at the top dose growth rescue (activation), most hits filed as activators | 320,000 tested, 0.23% active;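 also: potency is read from the fitted curve at half-maximal effect; % of control where 0% means no effect; nearly all actives have a fitted effect of over 45% in size; temperature-sensitive fusion mutants such as fzo1-1 at 37 °C on non-fermentable ethanol glycerol medium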
#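 Yeast fusion mutant, YPEG (non-fermentable carbon), compound, 48 h at 37C non-permissive; CellTiterGlo added, 10 min RT, luminescence read. Rescued growth = division inhibition.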
# S-ASM inh: Inhibitors of Secretory Acid Sphingomyelinase (S-ASM): qHTS. Sphingomyelin phosphodiesterase (Homo sapiens), P17405. placental ASM, HMU-PC fluorogenic substrate, 60 min. 340,000 tested, 0.006% active. AID 504937, 2011. Potency, µM (series often up to 57.5 µM), without a hit: at the top dose activity change, negative = inhibition, actives largely listed as inhibitors; also: potency is read from the fitted curve at half-maximal effect
#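 Human placenta-derived ASM enzyme was preincubated with compound for 10 minutes at room temperature, then given fluorogenic substrate HMU-PC0 (9 uM final) for 60 minutes at 37 °C; a pH 10 stop preceded fluorescence reading at Ex 386/Em 447 nm.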
# TSHR antag: Antagonists of the Thyroid Stimulating Hormone Receptor: HTS campaign; activity change, negative = inhibition, % at 11.5 µM; TSHR-expressing cells, TSH-stimulated cAMP HTRF, 2 h; stronger effect = lower value; AID 504810, 2011; Thyrotropin receptor (Homo sapiens), P16473; 330,000 tested, 0.2% active;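 active = activity change below a set negative limit, meaning inhibition stronger than a set level, cut at about -70% in these data; inconclusive = activity change between two set negative limits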; also: % is scaled to controls: 0 for no effect and ±100 for the full control effect
#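 Competitive HTRF cAMP read-out (cryptate anti-cAMP antibody, cAMP-d2; 30 min, room temperature) in freshly harvested TSHR cells. Compounds added before TSH at EC80 (4nM final), followed by 2 hours' incubation at 37 deg C.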
# MLL CXXC-DNA inh: qHTS Fluorescence Polarization Assay for Inhibitors of MLL CXXC domain - DNA interaction | MLL-CXXC / FITC-HOXA9 DNA fluorescence polarization | Potency, µM (titrated, usually from 115 µM), without a hit: at the top dose activity change, negative = inhibition, most hits filed as inhibitors | 290,000 tested, 0.037% active | AID 2662, 2010; active = well fitted inhibition curve with a large enough effect in the polarisation, with a control signal flat, not every such curve was filed as active; inconclusive = small, poorly fitted or top-dose-only effect, or effect the other way, or a change in a side signal; inactive = no such curve, though single readings can be large or run the other way; the % refers to the polarisation; also: potency is read from the fitted curve at half-maximal effect
#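 Purified MLL-CXXC (added from a 7 uM solution) was preincubated 5 min at ambient with pinned compounds in 50 mM Tris-HCl pH 7.5, 50 mM NaCl, 1 mM DTT, 0.05% BSA. Fluorescein-labeled HOX-A9 DNA (50 nM solution) followed, 30 min, then polarization read.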
# * = called active by the depositor; ? = inconclusive; / = not tested or not shown; [ ] = dose if it differs, or a comment. Unless noted, calls follow the shape of the dose curve; as a rule, active = well fitted curve in the direction sought with a large enough effect; inconclusive = small, poorly fitted or top-dose-only effect, or another doubt; inactive = no such curve, though single readings can be large; an effect the other way counts as inactive or inconclusive.
SMILES,AT treatment,MBNL1 CUG block,a7 integrin act,TSG101-PTAP inh,Menin MLL FP TR,TCR act,Mito fusion yeast,S-ASM inh,TSHR antag,MLL CXXC-DNA inh
CCCn1c(=O)[nH]c2ccccc21,11%,-2%,9%,-2%,1%,4%,-1%,4%,2,-9%
CC1CCCC(C)N1C(=O)COC(=O)Cc1c[nH]c2ccccc12 (stereo not drawn),1%,/,-7%,-2%,/,4%,2%,4%,-1,/
Cc1ccc(C(CNS(=O)(=O)c2ccc(Cl)cc2)N2CCN(C)CC2)cc1 (stereo not drawn),7%,/,-22%,-2%,/,-1%,5%,-2%,4,/
Cc1ccc(NS(=O)(=O)c2cccc3cccnc23)c(Cl)c1,?,-3%,6%,0%,17%,-3%,-9%,-11%,-13,2%
Cn1c(=O)c2cc(S(=O)(=O)N3CCOCC3)ccc2n(C)c1=O,3%,-15%,6%,-8%,0%,3%,2%,6%,20,3%
NNC(=O)CN1C(c2ccc(Cl)cc2)=Nc2ccc(Br)cc2C1c1ccccc1 (stereo not drawn),3%,6%,23%,-12%,2%,/,-2%,0%,-7,?
N#Cc1ccc(OCC(=O)N2CCN(S(=O)(=O)c3cccc(Cl)c3)CC2)cc1,-12%,/,3%,-1%,/,5%,1%,-1%,4,/
CC(=O)N1CCN(S(=O)(=O)c2cccc(C(=O)NC3CCC(C)CC3)c2)CC1 (stereo not drawn),-3%,4%,9%,2%,-7%,-2%,5%,5%,-1,-1%
O=C(OCC(=O)N1CCCCCC1)c1cccc(Cl)c1,-3%,/,1%,-2%,/,3%,4%,1%,-9,/
CCOc1cccc(-c2nnc3sc(-c4ccc(C)cc4)nn23)c1,11%,-5%,/,/,-8%,/,-5%,/,24,2%
Cc1ccccc1C(=O)NCCNc1ccc([N+](=O)[O-])cc1,-3%,?,5%,-5%,18%,-4%,1%,-3%,10,7%
CCSc1nc(O)c(C2OC(=O)c3c2ccc(OC)c3OC)c(=O)n1CC (stereo not drawn),-7%,-13%,24%,0%,8%,2%,13%,0%,13,1%
O=C(NNC(=O)c1ccc2ccccc2c1O)Nc1ccc(F)cc1,9%,9%,12%,-1%,?,0%,3%,188%[activator],-8,9%
CC(C)(CCc1ccccn1)C(=O)CCCc1ccccn1,/,/,15%,-1%,/,-3%,/,-1%,/,/
CC(=O)Nc1c(O)c2cccc3c2n(c1=O)CCC3,/,/,3%,1%,/,-3%,/,7%,/,/
CCOC(=O)c1cc2occc2n1CC(=O)N1CCN(C(=O)c2ccco2)CC1,11%,0%,14%,-4%,3%,-7%,-4%,1%,4,-2%
C=CCn1cc(C(=O)NCCOC)c(=O)c2cc(S(=O)(=O)N(CC)CC)ccc21,10%,5%,4%,-10%,-6%,-9%,-9%,2%,-8,-1%
CCCn1c(N2CCN(C(=O)Nc3ccccc3)CC2)nc2ccccc21,-1%,-4%,22%,-3%,-2%,3%,6%,0%,4,-6%
Cc1ccccc1C(=O)Nc1ccnn1C1CCN(C(=O)c2ccoc2)CC1,7%,-2%,9%,-3%,/,2%,0%,5%,3,-1%
CC1=NN(c2ccc([N+](=O)[O-])cc2)C(=O)C1,/,/,20%,0%,/,2%,/,-2%,/,/
CCn1c(-c2cc(-c3ccc(OC(C)C)cc3)nc3ccccc23)n[nH]c1=S,-1%,13%,15%,-3%,2%,6%,?,90%[activator],-8,5%
CCN(C[C@H]1N[C@@](CC)(C(=O)OC)[C@H]2C(=O)N(Cc3ccccc3)C(=O)[C@@H]12)C(C)=O,-2%,/,12%,-2%,/,-6%,/,0%,6,/
C[C@H](C(=O)O)c1cccc(C(=O)c2ccccc2)c1,4%,/,/,0%,8%[24.8 µM],-9%,0%,7%,-8,/
Cn1cccc1C(=O)OCC(=O)Nc1ccc2c(c1)CCC2,1%,-2%,-1%,-2%,-9%,3%,-3%,6%,1,3%
O=C(Nc1ccccc1Cl)c1ccn[nH]1,1%,10%,42%,-2%,1%,7%,1%,-2%,18,9%
Cc1ccccc1-n1c(C)cc(/C=N/NC(=O)c2ccc(CN3CCOCC3)cc2)c1C,1%,-4%,21%,-7%,?,5%,-2%,-4%,5,-3%
Oc1ccccc1CN1CCCC(N2CCN(c3cccc(C(F)(F)F)c3)CC2)C1 (stereo not drawn),5%,-9%,-44%,-2%,-15%,28%,-12%,1%,-7,7%
O=S(=O)(O)c1ccc(N=Nc2ccccc2)cc1,0%,?,1%,-2%,11%,-1%,-4%,8%,5,-12%
O=C(Cn1cnc2c(cnn2-c2ccc(Cl)cc2)c1=O)NCCc1ccccc1,-1%,-7%,2%,-4%,-7%,0%,4%,2%,-12,0%
O=C(COC(=O)Cn1[nH]c(=O)c2ccccc2c1=O)Nc1c(Cl)cccc1C(F)(F)F,13%,/,19%,-1%,/,2%,-2%,-8%,-5,/
COc1ccc(/C=C\c2nc(=O)c3ccccc3o2)cc1,0%,1%,-22%,3%,36%[activator],-3%,27%,5%,-5,?
NC(=O)c1c(NC(=O)C2CC=CCC2C(=O)O)sc2c1CCCCC2 (stereo not drawn),4%,3%,11%,-5%,1%,-1%,0%,-1%,35,7%
O=C(CNC(=S)N(Cc1ccccc1)Cc1cccnc1)NCCN1CCOCC1,-2%,-3%,21%,1%,-13%,0%,-2%,-3%,9,-4%
CC(C)CCn1c(CN(C)Cc2ccccc2)nc2c1c(=O)n(C)c(=O)n2C,5%,4%,-27%,-7%,-14%,2%,26%,-4%,-25,-2%
Cc1nn(Cc2c(Cl)cccc2Cl)c(C)c1NC(=O)/C=C/c1cnn(C)c1C,-2%,-8%,-25%,/,6%,/,1%,1%,9,?
CCC1(CC)C(=O)NC(=O)NC1=Nc1ccccc1,7%,-24%,22%,-3%,1%,-2%[46.1 µM],6%,-2%,21,6%
Fc1ccc(-c2nnc3ccc(N4CCc5ccccc5C4)nn23)cc1,7%,36%[activator],-40%,0%,-2%,8%,6%,-9%,-14,1%
COc1ccccc1NC(CC(=O)c1ccccc1)C(=O)OCC(=O)c1ccc(C)c(C)c1 (stereo not drawn),-9%,-2%,-12%,-1%,-2%,6%[46.1 µM],-3%,2%,-7,3%
Cc1ccc(C(=O)N/N=C/c2cccc(OC(=O)/C=C/c3ccco3)c2)cn1,0%,13%,-12%,1%,?,4%,-11%,-4%,-7,32%[activator]
COc1ccc(C(=O)N/C(=C\c2cccc([N+](=O)[O-])c2)C(=O)Nc2cccc(C(=O)O)c2)cc1,-5%[11.5 µM],?,13%,-4%,?,-3%,1%,3%,17,14%
CCCc1cc(-c2nc(N)ncc2-c2csc(C)n2)c(O)cc1OC,-8%,-3%,-51%[inhibitor],-1%,-13%,-1%,5%,-3%,5,4%
Cc1ccccc1NC(=O)COC(=O)CNC(=O)c1sc2ccccc2c1Cl,10%,/,7%,1%,-8%,-5%[46.1 µM],-1%,-3%,-12,7%
CCCN(CCC)c1ncnc2c1cnn2-c1ccc(OC)cc1,12%,-4%,15%,-7%,?,0%,13%,2%,-13,0%
COc1ccc(OC)c(/C=N/NC(=O)CCc2n[nH]c(=O)[nH]c2=O)c1,3%,?,-3%,-9%,6%,-4%,-8%,144%[activator],1,-12%
O=C1c2cccc(Cl)c2C(=O)N1c1ccccn1,/,/,43%,3%,/,3%,/,1%,/,/
CCOC(=O)C/C(C)=N/NC(=O)Nc1ccccc1,-10%,19%,-4%,-5%,-11%,-4%[46.1 µM],-1%,1%,1,4%
COc1cc(N)c(Cl)cc1C(=O)OCC(=O)NCC1CCCO1 (stereo not drawn),10%,/,3%,0%,/,2%,/,3%,/,/
COC(=O)c1c(NC(=O)CC2Sc3ccc(C(F)(F)F)cc3NC2=O)sc(C)c1C (stereo not drawn),8%,-13%,21%,1%,0%,3%[46.1 µM],-1%,-1%,-8,15%

# Assay outcomes from PubChem BioAssay.

# These rows are one share of the data; the hit share may differ from the screen's.
